Compound activity: PubChem, several laboratories
AHR activator – activates the human aryl hydrocarbon receptor; activation, % at 5 µM; 320,000 tested, 2.5% active; AHR-responsive luciferase reporter cells, luminescence; AID 2796; in the data active = activation above about 47%;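 also: 0% = vehicle wells and 100% = reference agonist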
Target sequence (P35869 whole entry, looked up): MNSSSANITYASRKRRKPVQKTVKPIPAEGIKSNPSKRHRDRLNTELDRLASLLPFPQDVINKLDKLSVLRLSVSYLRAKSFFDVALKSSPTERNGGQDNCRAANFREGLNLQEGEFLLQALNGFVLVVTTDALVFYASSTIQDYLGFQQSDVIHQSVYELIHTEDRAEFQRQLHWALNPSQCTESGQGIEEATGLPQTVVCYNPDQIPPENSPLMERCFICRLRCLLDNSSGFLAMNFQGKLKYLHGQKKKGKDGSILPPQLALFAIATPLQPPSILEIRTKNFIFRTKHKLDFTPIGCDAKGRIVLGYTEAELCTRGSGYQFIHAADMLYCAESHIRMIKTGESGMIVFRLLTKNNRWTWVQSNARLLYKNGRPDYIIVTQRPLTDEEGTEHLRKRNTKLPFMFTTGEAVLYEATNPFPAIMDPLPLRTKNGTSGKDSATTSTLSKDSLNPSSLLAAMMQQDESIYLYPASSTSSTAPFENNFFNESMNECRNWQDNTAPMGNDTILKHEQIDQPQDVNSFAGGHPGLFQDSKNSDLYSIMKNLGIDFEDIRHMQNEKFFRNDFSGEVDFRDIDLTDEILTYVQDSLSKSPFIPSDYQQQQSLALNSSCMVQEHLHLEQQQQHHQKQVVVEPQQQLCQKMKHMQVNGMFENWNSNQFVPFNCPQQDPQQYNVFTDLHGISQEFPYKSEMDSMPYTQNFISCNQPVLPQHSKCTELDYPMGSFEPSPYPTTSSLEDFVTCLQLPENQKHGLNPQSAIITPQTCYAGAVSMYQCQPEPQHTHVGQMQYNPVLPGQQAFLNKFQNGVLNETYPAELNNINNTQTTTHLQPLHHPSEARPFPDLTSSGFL
LAP4-GFP MLPCN – yeast TOR pathway LAP4-GFP modulation | 320,000 tested, 0.34% active | S. cerevisiae LAP4-GFP multiplex, flow cytometry GFP, 3 h; median GFP as percent of DMSO wells | GFP response vs DMSO, % at 10 µM;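 active = GFP response vs DMSO above a set limit, about the screen mean plus 3 SD, cut at about 150% in these data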
Yeast superoxide – caloric restriction mimetics inhibiting age-related superoxide in yeast | S. cerevisiae aged cells, superoxide DHE fluorescence; hits give low values | superoxide response (% of plate mean), % at 10 µM | 330,000 tested, 0.18% active;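 active = superoxide response under a set limit, about three screen SD below normal, cut at about 65% in these data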;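 also: yeast aged for seven days with compound at 30 °C before DHE staining; 100% = average MFI of all compound-treated wells on the plate with controls excluded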
RPL19A-GFP yeast – yeast TOR pathway RPL19A-GFP modulation; 330,000 tested, 0.3% active; S. cerevisiae RPL19A-GFP strain, flow cytometry, 3 h; hits give low values; percent response vs DMSO, % at 10 µM;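 active = percent response vs DMSO below 50%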;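 also: median channel GFP fluorescence of the barcoded RPL19A-GFP strain; ratio of sample median GFP to plate DMSO average so 100% = DMSO; lower means less RPL19A-GFP as with rapamycin TOR inhibition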
proCasp7 act – counter-screen: procaspase-7 (human) activation; recombinant procaspase-7, Ac-DEVD-pNA absorbance 405 nm; D23A/D198A/D206A triple mutant, cannot self-cleave; scale: DMSO 0, 5 µM enzyme 100; 330,000 tested, 0.093% active; P55210; activation, % at 8.5 µM; AID 463210;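 active = percent activation above the screen-wide mean plus 3 SD, cut at about 25% in these data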
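Detection: p-Nitroaniline absorbance at 405 nm, read at 0 and 120 min; system: Uncleavable procaspase-7 mutant enzyme; evaluation: % activation from two-timepoint absorbance difference, scaled to controls; times: 1 h enzyme–compound preincubation and 2 h substrate reaction, both 25 °C; buffer or medium: Zinc-free HEPES pH 7.4 with 300 mM NaCl, 0.01% Triton X-100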
procasp3 activ – activators of human procaspase-3; P42574; recombinant procaspase-3 D3A, Ac-DEVD-pNA absorbance 405 nm; activation, % at 8.5 µM; 330,000 tested, 0.11% active;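 active = activation above the mean of all tested compounds plus 3 SD, cut at about 21% in these data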;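 also: 0% = DMSO alone and 100% = DMSO wells spiked with extra 5 µM PC-3 D3A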
Target sequence (P42574 whole entry D9A/D28A/D175A): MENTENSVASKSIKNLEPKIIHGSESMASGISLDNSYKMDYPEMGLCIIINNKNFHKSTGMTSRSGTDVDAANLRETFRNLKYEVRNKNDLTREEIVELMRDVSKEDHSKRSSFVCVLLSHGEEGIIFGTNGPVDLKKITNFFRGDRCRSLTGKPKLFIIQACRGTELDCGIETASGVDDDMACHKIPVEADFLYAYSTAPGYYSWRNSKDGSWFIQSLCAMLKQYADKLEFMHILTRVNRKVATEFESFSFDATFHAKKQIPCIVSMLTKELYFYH
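Assay system – Procaspase-3 D3A mutant · Benchmarks – DMSO low control, extra-enzyme high control · Technique – 405 nm absorbance of p-nitroaniline, reads at 0 and 120 min · Doses – 8.5 µM nominal · Measure – % activation between DMSO and enzyme-spiked controls · Also added – Ac-DEVD-pNA chromogenic peptide substrate · Schedule – 1 h compound preincubation, 2 h substrate hydrolysis at 25 °C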
GASC-1 inh – blocks human GASC-1 demethylase activity. Q9H3R0. inhibition, % at 2.35 µM. AID 2099. 330,000 tested, 0.069% active. GST-JMJD2C(1-420) H3K9me3 demethylation, DELFIA europium;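 active = more than half of a compound's replicate wells show inhibition beyond 50%, single wells judged on their own value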;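 also: signal counts dimethyl H3K9 product captured on neutravidin plate; 0% = median of DMSO wells and 100% = 0.3 times that DMSO median; strong numbers were not always called active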
MEP2 TOR yeast – alters MEP2-GFP fluorescence in TOR pathway yeast screen | GFP response vs DMSO, % at 10 µM | S. cerevisiae MEP2-GFP strain, flow cytometry GFP, 3 h; 100% = DMSO control level | AID 2016 | 330,000 tested, 0.51% active;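 active = GFP response versus DMSO above a set limit, roughly screen mean plus 3 SD, cut at about 180% in these data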;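 also: median GFP fluorescence of the barcode-gated MEP2-GFP cells per well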
An asterisk follows results filed as active; nt = no result given; & = joins results of further samples; [ ] = remark or other dose.

SMILES	AHR activator	LAP4-GFP MLPCN	Yeast superoxide	RPL19A-GFP yeast	proCasp7 act	procasp3 activ	GASC-1 inh	MEP2 TOR yeast
Cn1c(=O)c(=O)n(C)c2cc(S(=O)(=O)CCC(=O)Nc3cccc(C(F)(F)F)c3)ccc21	-2	100	91	98	7	5	-3	95
C[C@@H]1CN([C@H](C)CO)C(=O)c2cc(NC(=O)Cc3cn(C)c4ccccc34)ccc2O[C@H]1CN(C)S(=O)(=O)c1ccc(F)cc1	9	101	85	92	3	8	nt	96
CCOc1ccc(OCc2ccc(C(=O)NC(C)C)o2)cc1	nt	98	101	104	nt	nt	5	104
CSc1nc(-c2ccccc2)nc(N2CCOCC2)c1C(C)=O	69*	102	113	108	5	8	3	105
O=C1CCc2cc(S(=O)(=O)NCc3ccccc3Cl)ccc2N1	-2	91[may fluoresce violet]	97	106[may fluoresce violet]	15	4	7	110[may fluoresce violet]
N#CC1=C(S)N(c2ccccc2)C(c2ccc(-c3cccc(Cl)c3)o2)NC1=O (centres undefined)	16	91	95	106	-14	-10	2	98
Cc1onc(-c2ccccc2Cl)c1C(=O)OCC(=O)c1ccc2c(c1)OCCO2	3	104	122	99	-1	1	2	104
C=CCC1S/C(=N/N=C/c2cccs2)NC1=O (centres undefined)	19	86	98	106	1	-2	-2	105
O=C1CSC(=Nc2cccc([N+](=O)[O-])c2)N1	5	89	127	99	3	-4	-18	100
COc1ccccc1C(CNC(=O)c1ccc(-c2ccccc2Cl)o1)N1CCCC1 (centres undefined)	10	108	113	101	5	1	-13	105
OC1CCCN(Cc2nc(Cc3ccccc3Cl)no2)C1 (centres undefined)	0	96	95	103	2	-5	-1	104
CCCCOc1ccc(NC(=O)Cn2c(=O)ccc3c(C)cc(C)nc32)cc1	3	92	86	98	-1	2	-2	102
S=C(Nc1ccc(Cl)cc1)NC1CCCCC1	-3	116	103	97	7	1	-3	105
O=C(NC1CCCc2c1cnn2-c1ccc(F)cc1F)c1ccccn1 (centres undefined)	11	99	117	99	-13	-2	8	100
COC(=O)/C(=C\c1ccc(O)cc1)c1nc2ccccc2[nH]1	5	88	102	100	17	-1	25	93
CN1CCN(c2nc3c(c(=O)n(C)c(=O)n3C)n2CCSc2nc3ccccc3s2)CC1	1	109	97	96	10	-11	nt	101
O=C(CN1C(=O)NC2(CCCC2)C1=O)OCc1ccccc1	-2	88	91	87	4	-2	5	93
O=C(NCCc1ccccn1)c1ccc(OC2CCN(CCc3ccccc3)CC2)cc1	nt	89	110	114	nt	nt	11	103
Cc1cccc(C(=O)NCCC(=O)Nc2ccc(C)c(F)c2)c1	8	95	120	99	-2	-9	-28	101
Cc1ccccc1C(=O)Nc1ccc(S(=O)(=O)N2CCCC2)cc1	2	97	88	99	0	3	5	104
CCOC(=O)C1=C(C)N=C2SC=C(C)N2C1c1ccc(OC)cc1 (centres undefined)	0	111	95	104	-4	-2	-5	102
Cn1nnnc1SCC(=O)N1CCN(c2ccccc2)CC1	1	95	95	98	6	-5	-11	100
CCN(CC)S(=O)(=O)c1cc(C(=O)N2CCc3ccccc32)ccc1Cl	12	100	92	105	-7	0	-6	107
COc1ccc(CCNC(=O)c2cc(S(=O)(=O)N3CCC4(CC3)OCCO4)ccc2F)cc1OC	0	113	96	100	2	-6	-10	99
Cc1ccccc1CN1C[C@@H]2C[C@@H](c3cn[nH]c3-c3ccccc3)N3CCC[C@@]23C1=O	1	91	88	100	1	3	-2	101
O=C(CCC(=O)c1cccs1)OCc1nnc(-c2ccccc2)o1	4	83	107	95	6	-5	-14	92
CS(=O)(=O)N1CCn2c1nc1ccccc12	0	104	89	101	2	-5	-17	102
CCC1CCCCN1Cc1nc2c(c(=O)n(C)c(=O)n2C)n1Cc1ccccc1 (centres undefined)	-1	100	112	106	-5	-6	-19	102
CCCCN(C(=O)c1ccc(-c2ccc(Cl)cc2)o1)c1c(N)n(CCCC)c(=O)[nH]c1=O	0	96	95	92	7	1	8	93
COc1ccc(-c2nc(N3CCOCC3)nc3n[nH]c(N)c23)cc1	21	103	87	96	0	5	-7	105
Cc1cccc(C2N(c3nccs3)C(=O)C3CCCN32)c1 (centres undefined)	2	99	90	92	1	3	-10	91
Cc1ccc(-c2noc(CCCOc3ccc(Cl)cc3Cl)n2)cc1	1	105	97	96	6	-4	3	103
CCO[C@@H]1OC(C(=O)NCc2nc3ccccc3[nH]2)=C[C@H](c2cn(C(C)=O)c3ccccc23)[C@H]1CCCO	3	97	94	96	1	8	0	100
CCc1ccccc1NC(=S)NNC(=O)c1ccccc1Cl	0	101	100	94	-11	2	-16	119
Cc1ccc(CCNC(=O)CN2C(=O)COc3ccc(S(=O)(=O)N4CCOCC4)cc32)cc1	0	103	96	100	17	3	5	103
O=C(NCCC1=CCCCC1)C(=O)NCc1ccccc1	2	nt	104	nt	6	-6	-3	nt
CC(C)C[C@@]12C(=O)N(c3cccc(Cl)c3)C(=O)N1[C@H](c1ccc(Cl)cc1)[C@@H]1C(=O)N(C3CCCCC3)C(=O)[C@@H]12	0	129	95	98	-7	-2	1	95
O=C(NCCc1ccccc1)C(=O)NCC1OCCCN1S(=O)(=O)c1cccs1 (centres undefined)	-1	103	99	108	5	6	-7	105
O=C(Nc1ccc(CN2CCOCC2)cc1)c1cc2ccccn2n1	1	100	78	103	12	-10	10	101
COc1ccc(Cl)cc1S(=O)(=O)N1CCCC(C(=O)NCCc2ccccc2)C1 (centres undefined)	5	92	93	96	-3	-4	15	93
CC(=O)C1=C(O)C(=O)N(c2ccc(S(=O)(=O)Nc3nccs3)cc2)C1c1ccc([N+](=O)[O-])cc1 (centres undefined)	0	98	113	99	9	-1	9	107
CCn1cc([N+](=O)[O-])c(C(=O)NCc2ccc3c(c2)OCO3)n1	5	94	100	104	4	4	7	106
Cc1ccc2nc(C)cc(N/N=C/c3ccc(F)cc3)c2c1	11	103	98	102	-4	-3	-10	95
Cc1ccc2nc(NC(=O)c3ccc(Cn4cc(Cl)cn4)o3)sc2c1	40	101	96	101	-9	-7	-40&-3	104
Cc1ccc2cc(CN(Cc3nnnn3Cc3ccco3)CC3CCCO3)c(=O)[nH]c2c1C (centres undefined)	10	111	112	108	-20	-15	11	105
Cc1ccc(Cn2c(SCC(=O)N/N=C/c3ccc(C)o3)nc3ccccc32)cc1	4	93	98	100	4	4	8	107
O=C(COc1cc(F)ccc1[N+](=O)[O-])N1N=C(c2cccs2)CC1c1ccco1 (centres undefined)	9	103	98	101	-10	-3	-4	107
CC(C)Cc1ccc(CN2CCCC(NC(=O)c3cccc(-n4cnnc4)c3)C2)cc1 (centres undefined)	-2	111	99	99	-3	0	-3	112
CC1(c2nnc(Cc3ccccc3)o2)CC(c2ccccc2[N+](=O)[O-])=NO1 (centres undefined)	0	114	100	99	-30	-17	-2	95
CC(=O)N1CCc2cc(S(=O)(=O)Nc3ccccc3N3CCN(C)CC3)ccc21	2	93	103	98	4	-2	9	104
CCOc1ccc(CCNC(=O)COC(=O)Cc2ccc(OC)c(OC)c2)cc1OCC	2	103	100	100	2	-2	2	103
Cc1cc(C)c2nc(NNC(=O)c3ccc(S(=O)(=O)N4CCc5ccccc5C4)cc3)sc2c1	29	105	127	92	-37	-11	46	91
COC(=O)[C@H](CCSC)NC(=O)Nc1cc(C)ccc1C	2	85	104	99	3	-9	-5	168
CCc1cc(C(=O)NC2CCCN(Cc3ccccc3F)C2)n(C)n1 (centres undefined)	1	94	96	102	-4	-1	-2	104
O=C(NNc1cccc(Cl)c1)c1cccnc1Cl	-5	85	96	102	-4	0	10	98
Cc1ccc(CNC(=O)c2cc(-c3cc(C)cc(C)c3O)n[nH]2)cc1	37	104	93	96	0	3	-3	95
CCCc1cc(=O)oc2cc(OCC(=O)NC(Cc3ccc(Cl)cc3)C(=O)O)ccc12 (centres undefined)	0	92	102	94	-3	2	6	107
Cc1ccc(S(=O)(=O)N2CCC(=O)CC2)cc1	6	102[may fluoresce green]	81	99[may fluoresce green]	-1	-2	-7	97[may fluoresce green]
Cn1nccc1C(=O)N1CCN(C23CC4CC(CC(C4)C2)C3)CC1	-1	100	99	100	12	0	9	100
O=C(CCNS(=O)(=O)c1ccc(Br)cc1)NCCCSc1ccccc1	0	114	101	106	5	10	7	106

Next structures.
SMILES	AHR activator	LAP4-GFP MLPCN	Yeast superoxide	RPL19A-GFP yeast	proCasp7 act	procasp3 activ	GASC-1 inh	MEP2 TOR yeast
NC(=O)N(N)c1nc(N2CCCC2)nc(N2CCCC2)n1	-1	101	94	91	5	1	5	91
O=C(NNC(=O)c1ccccc1F)c1ccc(Cl)c(S(=O)(=O)N2CCOCC2)c1	0	92	115	102	-1	-4	3	101
COc1ccc(OC)c2[nH]c(=O)c(CCNC(=O)c3ccc(S(=O)(=O)N4CCCC4)cc3)cc12	-2	108	107	96	7	-2	4	97
CC(C)(C)OC(=O)C[C@@H]1C/C=C\C[C@@H](CC(=O)N[C@H](CO)Cc2ccccc2)C(=O)NC[C@@H](c2ccccc2)OC1=O	-1	83	95	87	20	10	5	90
C=CCn1c(CC(=O)Nc2ccc(C)cc2C)nnc1SCC(=O)N1CCOCC1	0	112[may fluoresce green]	106	110[may fluoresce green]	3	-4	-6	109[may fluoresce green]
O=C1CC(N(C(=O)c2ccco2)c2cccc(Cl)c2)C(=O)N1c1cccc(Cl)c1 (centres undefined)	-2	101	107	106	-10	1	-3	100
CCOC(=O)C1(O)CSc2nc3sc(C(=O)O)c(C)c3c(=O)n21 (centres undefined)	0	81[may fluoresce violet]	96	99[may fluoresce violet]	3	2	-3	98[may fluoresce violet]
CCOc1cccc(CN(C)CC2CCCN(CCc3ccc(Cl)cc3)C2)c1O (centres undefined)	0	83	109	101	4	0	7	95
O=C(NCc1cccc(CNC(=O)C(=O)NCC2CCCO2)c1)C(=O)NCC1CCCO1 (centres undefined)	1	96	96	97	5	-10	-16	93
CCn1cc(C(=O)N[C@H](C(=O)O)C(C)C)c(=O)c2cc3c(cc21)OCO3	1	92	95	104	1	-1	-45	105
O=C(O)Cc1ccc(NC(=O)c2cccc(NC(=O)c3ccco3)c2)cc1	0	104	95	100	-9	0	-31	102
Cc1cc(C)nc(NNC(=O)c2ccccc2O)n1	2	102	90	96	8	7	-9	99
Cc1cc(C)cc(NS(=O)(=O)c2ccc(NC(=S)NC(=O)c3ccc(Br)o3)cc2)c1	5	98	131	100	-13	-7	-3	109
O=C(CNC(=O)c1ccc(Cl)cc1Cl)OCCOc1ccccc1	-1	102	111	95	5	1	-8	101
O=C(Nc1ccc(C(=O)N2CCOCC2)cc1)c1cccc([N+](=O)[O-])c1	-1	87	104	102	1	3	-1	101

Four compounds from above, ordered by SMILES length, rising.
SMILES	AHR activator	LAP4-GFP MLPCN	Yeast superoxide	RPL19A-GFP yeast	proCasp7 act	procasp3 activ	GASC-1 inh	MEP2 TOR yeast
NC(=O)N(N)c1nc(N2CCCC2)nc(N2CCCC2)n1	-1	101	94	91	5	1	5	91
O=C(NCc1cccc(CNC(=O)C(=O)NCC2CCCO2)c1)C(=O)NCC1CCCO1 (centres undefined)	1	96	96	97	5	-10	-16	93
CCn1cc(C(=O)N[C@H](C(=O)O)C(C)C)c(=O)c2cc3c(cc21)OCO3	1	92	95	104	1	-1	-45	105
O=C1CC(N(C(=O)c2ccco2)c2cccc(Cl)c2)C(=O)N1c1cccc(Cl)c1 (centres undefined)	-2	101	107	106	-10	1	-3	100
